Compound activity as filed in PubChem BioAssay.
CaV13 FRET inh = Primary screen for inhibitors of IQ motif and Ca2+-dependent inactivation inhibitor domain binding in CACNA1D, Förster resonance energy transfer in living cells, …; HEK cells, CFP/YFP FRET ICDI-IQ, plate reader, 10 min; percent FRET-ratio fall versus neutral wells; inhibition, % at 12.3 µM; actives 0.098% (n = 340,000); AID 743397;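 active = mean replicate inhibition of at least 30% and at least 1% of replicates passing that level; inconclusive = only one of the two criteria is met; inactive = neither criterion is met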;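 note: 0% = median of the neutral control wells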
PDI inh = PDI (human) enzyme inhibition; P07237; PDI insulin aggregation turbidity, A650, 90 min; inhibition, % at 10 µM; actives 0.052% (n = 350,000); AID 588391;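 active = mean inhibition across replicates of 30% or more, whatever share of single replicates reach that level; inconclusive = mean inhibition below 30% while every single replicate reaches 30%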;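 note: absorbance from insulin aggregation driven by PDI reduction with DTT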
MC4R barr agon = activates human MC4R beta-arrestin recruitment; activation, % at 8.9 µM; P32245; actives 0.98% (n = 360,000); U2OS MC4R beta-arrestin complementation, luminescence; percent of melanotan II response, DMSO zero;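 active = activation above a per-plate cutoff, the mean activation of sample wells on that plate plus 3 SD, cut at about 8% in these data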
aDG glyco up = alpha-DG glycosylation activation; Pro5-aDG cells, alpha-DG glycosylation AlphaScreen (IIH6); 0% Pro5, 100% B10-LARGE cell signal; activation, % at 10 µM; actives 0.22% (n = 360,000);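 active = activation of at least 8% versus controls, or a plate z-score of at least 8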;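 note: Pro5 are CHO cells carrying HIG-tagged alpha-DG that lacks glycosylation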
Vif inh = inhibitors of HIV Vif; HEK293T cells, Vif self-association by quenched fluorescence, imaging, 24 h; actives 0.35% (n = 340,000); inhibition, % at 7.49 µM; in the data active = inhibition above about 50%, passing the limit was not always enough; inconclusive = no clear call, values can overlap the other calls; inactive = below about 31%; note: some results filed as inactive read as strong as hits
ABCB6 inh MLPCN = human ABCB6 transporter inhibition; K562-ABCB6 porphyrin accumulation, flow cytometry, 1 h; stronger effect = lower value; fluorescence ratio to DMSO, % at 10 µM; actives 0.19% (n = 360,000); AID 602162;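 active = fluorescence ratio to DMSO below 75%, the collection mean minus 3 SD; inconclusive = too few cells collected in the well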;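 note: signal is porphyrin accumulated inside mitochondria; 100% equals median channel fluorescence of DMSO control wells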
Target sequence (Q9NP58 whole entry, looked up): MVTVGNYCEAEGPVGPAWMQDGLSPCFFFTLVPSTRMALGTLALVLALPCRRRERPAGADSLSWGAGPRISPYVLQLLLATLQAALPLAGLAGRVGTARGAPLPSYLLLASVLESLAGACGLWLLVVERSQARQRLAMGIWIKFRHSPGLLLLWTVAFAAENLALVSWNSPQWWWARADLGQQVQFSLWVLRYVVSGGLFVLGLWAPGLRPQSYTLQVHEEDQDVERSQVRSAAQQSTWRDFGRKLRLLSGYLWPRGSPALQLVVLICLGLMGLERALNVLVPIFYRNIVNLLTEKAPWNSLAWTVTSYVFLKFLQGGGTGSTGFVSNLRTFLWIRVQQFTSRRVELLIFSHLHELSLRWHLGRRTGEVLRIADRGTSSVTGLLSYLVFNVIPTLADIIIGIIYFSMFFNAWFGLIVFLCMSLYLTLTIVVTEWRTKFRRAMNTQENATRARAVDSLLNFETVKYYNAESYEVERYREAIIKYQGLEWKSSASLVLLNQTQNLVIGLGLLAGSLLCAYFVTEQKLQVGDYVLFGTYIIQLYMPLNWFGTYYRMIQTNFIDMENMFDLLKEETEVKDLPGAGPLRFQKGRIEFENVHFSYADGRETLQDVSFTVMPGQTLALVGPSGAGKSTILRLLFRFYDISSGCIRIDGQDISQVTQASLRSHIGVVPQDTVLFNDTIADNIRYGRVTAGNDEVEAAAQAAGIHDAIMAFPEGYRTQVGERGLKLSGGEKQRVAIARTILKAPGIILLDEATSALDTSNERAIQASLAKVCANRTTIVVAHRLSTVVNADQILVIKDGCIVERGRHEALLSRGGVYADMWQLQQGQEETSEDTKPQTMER
HTR2A ag = activates the mouse 5-HT2A serotonin receptor | P35363 | CHO-K1 mHTR2A beta-arrestin complementation, luminescence; percent of 30 µM serotonin response | activation, % at 7.6 µM | actives 0.66% (n = 360,000) | AID 624169;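 active = activation above a run cutoff, the mean activation of all tested compounds plus 3 SD, cut at about 14% in these data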;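 note: 0% = plate median of compound wells and 100% = 30 µM serotonin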
MC4R antagonist = human MC4R antagonism in cAMP assay; MC4R-expressing cells, MTII-stimulated cAMP, LANCE TR-FRET; inhibition, % at 6.5 µM; actives 0.48% (n = 360,000);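 active = inhibition above its plate's cutoff, the mean of tested wells on that plate plus 3 SD, cut at about 29% in these data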;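 note: 0% = Melanotan II alone and 100% = Melanotan II plus saturating MCL0020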
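Material: human MC4R-expressing U2OS cells. Probe or stimulus: Melanotan II challenge. Dosing: 6.5 µM single dose. Times: 30-min compound, 1-h challenge, 1-h detection, room temperature. Technique: TR-FRET with Eu-cAMP and labeled anti-cAMP, 671 nm. Replication: singlicate.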
N-glyco inh = blocks N-linked glycosylation in D54 reporter cells. actives 0.23% (n = 360,000). reporter increase, % at 12.5 µM. D54 ERlucT glycosylation luciferase reporter, 24 h; percent of 100 nM tunicamycin response;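 active = mean luciferase reporter signal, scaled so untreated is 0 and the glycosylation-blocking control 100, at or above a set limit in every replicate; inconclusive = mean reaches the limit but not every replicate does; inactive = mean below the limit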;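 note: luciferase carries N-glycosylation sites so blocking glycosylation raises the light; 0% = median of neutral control wells and 100% = median of 100 nM tunicamycin wells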
H9c2 protect = protects H9c2 cardiomyocytes from peroxide injury; protection from H2O2 cell death, % at 20 µM; actives 0.63% (n = 360,000); H2O2 injury protection, ATPLite, 2 h;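 active = compounds giving at least 50% protection of heart cells from peroxide-induced death in the single-dose screen, raw or plate-pattern-corrected value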;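 note: 0% = DMSO wells with peroxide and 100% = DMSO wells without peroxide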
* marks the source's active call; other numbers are inactive results; ? = inconclusive; · = not tested or not shown.

SMILES	CaV13 FRET inh	PDI inh	MC4R barr agon	aDG glyco up	Vif inh	ABCB6 inh MLPCN	HTR2A ag	MC4R antagonist	N-glyco inh	H9c2 protect
COc1ccc(/C=C2\SC(=S)N(CCCC(=O)Nc3cccc(C(=O)O)c3)C2=O)cc1OC	·	-3	-3.3	-0.5	-1	99	3	7	-1	0
O=C(Oc1ccc(N(C(=O)c2ccncc2)S(=O)(=O)c2ccc(F)cc2)cc1)c1ccncc1	-7	4	-2.6	0.0	1	101	-1	2	-1	28
COc1ccc(C(=O)OC(COc2ccccc2)Cn2ccnc2)cc1 (configuration not stated)	·	3	-0.7	0.1	2	91	-3	-2	1	-15
CCOC(=O)N1CCC(=NNc2nc(C)cc(=O)[nH]2)CC1	-6	2	-1.4	0.0	3	88	2	-1	1	7
CCC(=O)Nc1ccc(S(=O)(=O)Nc2c(C)nc3nc[nH]n3c2=O)cc1	-8	-7	1.0	-0.1	?	97	5	6	3	-3
O=C(c1cc(-c2cccs2)nc2ccccc12)N1CCN(c2ccccc2O)CC1	0	0	-3.3	-0.7	-10	96	7	6	-1	15
CC(=O)c1cccc(NC(=O)C2CC(=O)N(CCc3ccccc3)C2)c1 (configuration not stated)	-3	3	-0.8	-0.1	1	98	-1	10	4	7
CSc1sc(C)cc1C1C(C#N)=C(N)N(c2cccnc2)C2=C1C(=O)CC(C)(C)C2 (configuration not stated)	-5	-8	0.8	0.4	3	98	4	29*	0	6
COc1c2c(cc3oc(=O)ccc13)OC(C)(C)C=C2	·	·	1.5	0.2	6	97	8	-2	1	6
Cc1occc1C(=O)Nc1cccc(S(=O)(=O)N2CCOCC2)c1	-2	-4	-1.1	-0.3	-8	97	-5	0	1	6
CC1CCN(C(=O)c2ncn(Cc3ccccc3)c2C(=O)N2CCC(C)CC2)CC1	-11	-3	-0.3	-0.1	-3	94	1	-2	3	5
CCn1c(=O)cc(O)c2ccccc21	·	1	0.1	-0.3	11	98	3	1	4	-3
Cc1ccc(C)c(C(=O)COC(=O)CN2C(=O)C3C4CCC(C4)C3C2=O)c1 (configuration not stated)	-3	1	1.0	-0.2	-3	96	0	-6	1	-4
O=C1CSC(=S)N1N=Cc1cccc2ccccc12	-4	-3	-1.0	-0.1	2	97	2	6	2	-3
Cc1c(N=Nc2c(-c3ccc([N+](=O)[O-])cc3)[nH]n(C(N)=S)c2=O)cccc1[N+](=O)[O-]	-3	5	-4.4	-0.6	11	91	2	15	-15	-16
O=C(CSc1ncccc1-c1nc2ccccc2[nH]1)Nc1ccc2c(c1)OCCO2	-7	-36	0.6	0.1	-13	97	-4	0	-9	2
COc1cccc(CC(=O)OCC(=O)NNC(=O)c2ccc(Br)cc2)c1	-6	1	0.6	-0.2	-5	100	3	-2	1	5
CN1CCN(C(=O)c2cc3cc(Cl)ccc3[nH]2)CC1	-11	10	-2.0	0.0	-1	94	-8	7	0	6
c1ccc(-c2cnnc3ccccc23)cc1	-12	-67	-0.3	0.0	-2	95	-2	-6	0	5
O=C(COc1ccc2c(c1)oc(=O)c1ccccc12)N[C@@H](Cc1c[nH]c2ccccc12)C(=O)O	·	·	-2.3	0.0	-6	99	-3	-1	0	1
CN(C)S(=O)(=O)N1CCC(C(=O)O)(c2ccccc2)CC1	-7	-6	-1.8	-0.1	-6	92	-1	2	5	6
Cc1csc2c(N3CCCCC3)ncnc12	-5	0	-0.3	-0.1	1	99	-2	0	-1	-8
Cc1ccc(S(=O)(=O)/N=S(\C)C(C)C)cc1 (configuration not stated)	-7	-1	0.3	0.4	2	104	5	7	2	1
O=C(c1ccccc1F)N1CCN(c2ccc([N+](=O)[O-])c(N3CCOCC3)c2)CC1	-2	-3	-1.9	0.0	-1	93	0	-9	0	2
Cc1noc(C)c1CSCC(=O)NC1=NCCS1	·	-1	0.5	-0.1	?	96	4	3	1	5
Cc1ccc(C)c(NC(=O)c2ncn[nH]2)c1	-5	-4	-0.8	0.1	11	95	6	10	2	4
O=C(CSc1nnc(-c2ccccc2)o1)OCc1ccccc1	-6	-1	-1.1	-0.1	-1	113	2	14	2	6
Cc1ccc(-c2noc(CCC(=O)N3CCCC3)n2)cc1	1	1	0.1	0.0	-6	99	1	12	3	7
CCOC(=O)C1CC2=C(CC(C)(C)CC2=O)N(CCOC)C1=O (configuration not stated)	-3	7	-0.3	0.1	·	99	2	8	1	5
Cn1c(C(=O)N2CCCC(C(=O)NCc3ccc4c(c3)OCO4)C2)cc2sccc21 (configuration not stated)	-3	·	-0.6	0.1	·	94	1	1	1	-4

Looked up by compound from above, two records:
SMILES	CaV13 FRET inh	PDI inh	MC4R barr agon	aDG glyco up	Vif inh	ABCB6 inh MLPCN	HTR2A ag	MC4R antagonist	N-glyco inh	H9c2 protect
O=C(CSc1nnc(-c2ccccc2)o1)OCc1ccccc1	-6	-1	-1.1	-0.1	-1	113	2	14	2	6
Cc1ccc(S(=O)(=O)/N=S(\C)C(C)C)cc1 (configuration not stated)	-7	-1	0.3	0.4	2	104	5	7	2	1

(listing goes on)
SMILES	CaV13 FRET inh	PDI inh	MC4R barr agon	aDG glyco up	Vif inh	ABCB6 inh MLPCN	HTR2A ag	MC4R antagonist	N-glyco inh	H9c2 protect
O=C(Cc1cccs1)Nc1cccc(-c2nc3ccccc3[nH]2)c1	-5	4	-3.0	0.9	-9	93	-4	-4	6	2
CCOC(=O)NC(=O)CSc1ccc(C)cc1C	-3	7	1.5	-0.1	0	95	4	12	1	11
Cc1cc(C)n2c(SCC(=O)NC3CCCC(C)C3C)nnc2n1 (configuration not stated)	-5	-6	-2.8	0.4	-3	107	4	-3	1	4
CC1(C)CC(N=Cc2c(O)n(Cc3ccc4c(c3)OCO4)c(=O)c3ccccc23)CC(C)(C)N1	6	-3	-1.8	-0.3	-4	99	-9	-2	-5	-13
Cc1c(C(=O)O)cccc1-c1ccc(/C=C2\SC(=O)NC2=O)o1	-2	-3	-1.4	0.2	2	92	1	-7	2	0
C/C(CC(=O)Nc1ccc(N(C)C)cc1)=N\NC(=O)c1ccccc1F	-24	0	-0.2	0.1	22	99	12	2	1	-4
O=C1C2CC=CCC2C(=O)N1c1ccc(NCCc2ccc(Cl)cc2)c([N+](=O)[O-])c1 (configuration not stated)	-15	-13	-2.7	0.0	-1	102	-2	-5	-1	-7
CCOc1cc(/C=N/NC(=O)CCCC(=O)NC2CCCCC2)ccc1O	-15	3	3.3	0.0	7	100	4	-4	0	2
COCc1cc(C)nc(SCc2nc3ccccc3c(=O)[nH]2)c1C#N	-8	5	0.8	-0.4	10	100	1	18	5	36
COc1ccccc1Nc1ncnc2c1oc1ccccc12	·	0	0.1	0.1	-1	101	-3	6	2	7
CCn1c2ccccc2c2cc(/C=C(/C#N)C(N)=S)ccc21	-6	-1	3.0	0.4	0	100	-2	-36	-13	0
CCOC(=O)CC(NC(=O)c1cccs1)c1ccc(C)cc1 (configuration not stated)	-22	-3	-1.4	0.2	3	97	5	1	0	3
NC(=O)c1ccc(N2CCCCC2)c(N2C(=O)C3CC=CCC3C2=O)c1 (configuration not stated)	·	7	1.1	0.1	-13	101	-1	8	0	-3
CC(C)(C)NC(=O)NC(=O)CN1CCN(S(=O)(=O)c2ccc3c(c2)OCCO3)CC1	-2	0	0.2	0.1	-3	88	-3	-3	0	-3
CC(=O)N1N=C(c2cccs2)CC1c1ccc(Br)cc1 (configuration not stated)	-19	5	1.9	0.2	-7	97	-4	14	1	-9
COCc1cc(=O)n2[nH]c(C(F)(F)F)nc2n1	-5	-2	-0.9	-0.1	-2	112	0	14	1	-4
COc1ccc(-c2[nH]ncc2CN2CCC(c3ccncc3)CC2)cc1F	1	6	-2.6	0.0	-4	93	3	4	0	-6
Cc1ccc(-c2nc(NCCCO)c3ccccc3n2)cc1	-2	-8	-2.2	0.0	-4	100	1	10	3	-2
O=S(=O)(Nc1nc2ccccc2nc1Cl)c1cccc(C(F)(F)F)c1	-4	-10	-2.3	0.1	-5	100	12	2	1	-7
Cn1ccc(=O)c2cc([N+](=O)[O-])ccc21	-6	2	-2.5	0.1	10	104	-5	2	0	8
O=C(c1ccc(F)cc1)c1ccc(OCC(=O)N2CCOCC2)cc1	-5	-5	-2.3	0.1	2	95	3	8	-1	-2
CC12CN3CC(C)(CN(C1)C3c1ccc([N+](=O)[O-])o1)C2=O (configuration not stated)	-4	-2	-1.4	-0.2	8	99	7	14	1	4
COc1cccc(OC)c1OCC(O)CN1CCN(c2ccccc2F)CC1 (configuration not stated)	-2	0	-1.0	0.2	-12	104	-15	13	1	1
CSc1nc(Cl)c(Cc2ccc(OCC(C)C)cc2)c(N2CCOCC2)n1	-4	-9	-1.2	-0.1	-4	94	5	3	-8	-14
Cc1cc(N2CCOCC2)nc2ccc(NC(=O)CCC(=O)N3CCN(c4cccc(C(F)(F)F)c4)CC3)cc12	-7	8	-0.4	1.4	-17	98	11	4	0	-4
O=C(COC(=O)CSc1ccccc1)NC1CCS(=O)(=O)C1 (configuration not stated)	-6	14	1.0	-0.4	·	109	3	4	1	-2
N#CN1C2CCC1CC(O)(c1ccccc1)C2 (configuration not stated)	·	·	·	-0.4	2	98	-3	·	1	7

Of the compounds above, seven have a thiophene ring, fused or not.
SMILES	CaV13 FRET inh	PDI inh	MC4R barr agon	aDG glyco up	Vif inh	ABCB6 inh MLPCN	HTR2A ag	MC4R antagonist	N-glyco inh	H9c2 protect
O=C(c1cc(-c2cccs2)nc2ccccc12)N1CCN(c2ccccc2O)CC1	0	0	-3.3	-0.7	-10	96	7	6	-1	15
CSc1sc(C)cc1C1C(C#N)=C(N)N(c2cccnc2)C2=C1C(=O)CC(C)(C)C2 (configuration not stated)	-5	-8	0.8	0.4	3	98	4	29*	0	6
Cc1csc2c(N3CCCCC3)ncnc12	-5	0	-0.3	-0.1	1	99	-2	0	-1	-8
Cn1c(C(=O)N2CCCC(C(=O)NCc3ccc4c(c3)OCO4)C2)cc2sccc21 (configuration not stated)	-3	·	-0.6	0.1	·	94	1	1	1	-4
O=C(Cc1cccs1)Nc1cccc(-c2nc3ccccc3[nH]2)c1	-5	4	-3.0	0.9	-9	93	-4	-4	6	2
CCOC(=O)CC(NC(=O)c1cccs1)c1ccc(C)cc1 (configuration not stated)	-22	-3	-1.4	0.2	3	97	5	1	0	3
CC(=O)N1N=C(c2cccs2)CC1c1ccc(Br)cc1 (configuration not stated)	-19	5	1.9	0.2	-7	97	-4	14	1	-9
